# Assay outcomes deposited in PubChem by Broad Institute.
# ERAP1 HTS inh – ERAP1 (human) enzyme inhibition. Q9NZ08. recombinant ERAP1, Leu-AMC fluorescence, 60 min. inhibition, % at 10.7 µM. 0.15% of 340,000 active;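 active means mean replicate inhibition of at least 30%, or all replicates individually reaching that 30% level; inactive means mean below 30% and not every replicate reaching it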;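 further: 0% = neutral control wells and 100% = L-leucinethiol positive control wells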
# miR122 inh – inhibitors of miR-122 in Huh7 cells. 0.3% of 340,000 active. Huh7 miR-122 Renilla luciferase sensor, 48 h; neutral wells = 0, positive control = 100. activation (reporter increase), % at 12.5 µM;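 active means mean replicate activation score at least 90 and every replicate individually at or above 90; inconclusive means only one of the two criteria met; inactive means neither criterion met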;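 further: higher luciferase means less miR-122 activity so hits act as miR-122 inhibitors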
# ERp5 inh – inhibitors of human ERp5 | 0.05% of 350,000 active | ERp5 insulin aggregation, absorbance 650 nm, 90 min | AID 651711 | Q15084 | inhibition, % at 9.99 µM;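 active means mean replicate inhibition above about 25%, with every replicate also reaching it, limit read from the data, passing the limit was not always enough; inconclusive means only one of those two criteria met; inactive means neither criterion met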
# Target sequence (Q15084 whole entry, looked up): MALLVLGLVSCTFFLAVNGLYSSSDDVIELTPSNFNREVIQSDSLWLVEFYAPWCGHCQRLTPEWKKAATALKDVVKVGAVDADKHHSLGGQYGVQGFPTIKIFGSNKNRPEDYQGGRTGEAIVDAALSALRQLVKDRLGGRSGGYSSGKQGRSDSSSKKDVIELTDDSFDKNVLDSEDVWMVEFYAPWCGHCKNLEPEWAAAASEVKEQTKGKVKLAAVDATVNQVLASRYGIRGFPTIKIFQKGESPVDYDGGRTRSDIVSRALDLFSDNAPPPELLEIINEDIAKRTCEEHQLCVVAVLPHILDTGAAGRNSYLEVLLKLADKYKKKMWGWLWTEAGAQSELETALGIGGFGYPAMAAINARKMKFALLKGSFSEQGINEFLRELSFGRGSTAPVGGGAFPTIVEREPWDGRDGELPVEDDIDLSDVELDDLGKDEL
# Casp6 inh – caspase-6 (human) enzyme inhibition. AID 686996. 0.53% of 350,000 active. purified caspase-6, Z-VEID-R110 cleavage fluorescence. P55212. inhibition, % at 12.5 µM;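 active means mean inhibition across replicates at least about 35%, with every replicate also reaching that limit, limit read from the data; inconclusive means only one of the two criteria met; inactive means neither criterion met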;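 further: 0% = median of neutral control wells and 100% = no fluorescence left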
# Target sequence (P55212 24-179 limits assumed): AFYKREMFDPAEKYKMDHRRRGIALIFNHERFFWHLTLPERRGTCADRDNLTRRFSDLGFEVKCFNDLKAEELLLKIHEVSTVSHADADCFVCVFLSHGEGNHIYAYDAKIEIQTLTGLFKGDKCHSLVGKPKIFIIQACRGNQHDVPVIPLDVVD
# Target sequence (P55212 194-293 limits assumed): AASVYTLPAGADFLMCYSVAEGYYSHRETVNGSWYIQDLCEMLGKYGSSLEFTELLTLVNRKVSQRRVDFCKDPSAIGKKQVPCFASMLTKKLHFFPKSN
# F508del corr – correctors of CFTR F508del function in bronchial epithelial cells; CFBE cells, YFP halide quenching; stimulated with forskolin plus potentiator P3; % fluorescence drop versus neutral controls; activity (quench increase), % at 7.58 µM; 0.36% of 350,000 active;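 active means mean added fluorescence quench of at least 8% versus neutral control, with both replicates also reaching 8%; inconclusive means only one of the mean or replicate conditions met; inactive means mean below 8% and not both replicates reaching 8%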;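 further: cells transiently co-express mutant CFTR-F508del with the halide-sensitive YFP; corrector assay measuring rescue of mutant channel to the surface after 24 h compound exposure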
# SIRT5 block – sirtuin-5 (human) deacylase inhibition; Q9NXA8; Purified SirT5, succinyl-peptide AMC, trypsin-coupled fluorescence; inhibition, % at 15 µM; 1.1% of 330,000 active; AID 652115; in the data active means inhibition above about 15%; inconclusive means no clear call, values can overlap the other calls
# Target sequence (Q9NXA8 whole entry, looked up): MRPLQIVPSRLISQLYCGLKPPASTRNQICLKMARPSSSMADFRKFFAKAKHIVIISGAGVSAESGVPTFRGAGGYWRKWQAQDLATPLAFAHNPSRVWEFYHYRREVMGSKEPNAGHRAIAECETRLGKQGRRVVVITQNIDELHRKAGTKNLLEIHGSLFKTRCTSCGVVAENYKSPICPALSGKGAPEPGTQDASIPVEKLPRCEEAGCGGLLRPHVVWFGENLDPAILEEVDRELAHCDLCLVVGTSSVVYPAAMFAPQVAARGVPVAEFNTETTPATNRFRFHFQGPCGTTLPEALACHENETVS
# DENV2 CPE – protects cells from dengue virus 2 cytopathic effect | DENV2-infected cells, cytopathic effect rescue, plate reader | CPE inhibition, % at 9.99 µM | 1.7% of 350,000 active | AID 651640; in the data active means CPE inhibition above about 20%, passing the limit was not always enough; inconclusive means no clear call, values can overlap the other calls; tested in BHK-21 cells;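 further: 0% = median of neutral control wells and 100% = median of positive control wells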
# An asterisk follows results filed as active; ? = inconclusive; / = no result given; [ ] = dose if it differs, or a comment.
SMILES,ERAP1 HTS inh,miR122 inh,ERp5 inh,Casp6 inh,F508del corr,SIRT5 block,DENV2 CPE
CO[C@@H]1CN(C)C(=O)c2cc(NC(=O)Nc3c(C)noc3C)ccc2OC[C@H](C)N(C)C[C@@H]1C,2,/,-7,1,4.6,-4,-5
COCCn1c(SCC(N)=O)nnc1-c1c[nH]c2ccccc12,1,-5,-4,0,2.3,0,-5
COc1ccccc1/C=C(/C(=O)OCC(=O)Nc1ccccc1C)c1ccccc1,18,/,-3,-1,0.0,1,11
COc1cccc(Cn2c(Cn3c(-c4cnccn4)nc4ccccc43)nc3ccccc32)c1,3,/,0,-1,0.7,/,4
CCC(CC)NC(=O)CN1CCN(S(=O)(=O)c2ccc(Br)s2)CC1,0,-4,-1,-1,1.8,-2,?
Cc1ccc(S(=O)(=O)Nc2ccc3c(c2)CC(=O)N([C@@H](C)CO)C[C@@H](C)[C@@H](CN(C)S(=O)(=O)c2ccccc2)O3)cc1,/,-2[16.7 µM],/,/,0.7,/,-6
CC(C)NC(=O)c1cc(C2CCCCN2C(=O)c2ccc(C(C)C)cc2)on1 (stereo not given),-4,-3,3,2,3.0,3,-7
Cc1cccc(C)c1NC(=O)CN(C)C(=O)c1cccc(S(=O)(=O)N2CCN(C)CC2)c1,-1,5,0,-1,-0.7,1,-4
COc1cccc(CNC(=O)c2cc3c(c(-c4cccc(-c5ccc(C#N)cc5)c4)n2)[C@H](CCO)N([S@@](=O)C(C)(C)C)C3)c1,-3,/,0,-2,-0.8,-1,3
CCS(=O)(=O)NCC[C@@H]1CC[C@@H](NS(=O)(=O)c2cccc(F)c2)[C@H](CO)O1,1,/,2,-2,-0.4,-2,3
Cc1ccc(C)c(OCc2cc(C(=O)NC3CCN(Cc4ccccc4)CC3)no2)c1,-3,-18,0,0,-0.4,-2,10
COc1ccc(OCC(O)CNS(=O)(=O)c2cccc(Cl)c2)cc1 (stereo not given),-3,2,3,0,0.1,-4,-4
O=C(C[C@@H]1CC[C@H](NC(=O)Nc2ccc3c(c2)OCO3)[C@@H](CO)O1)NCCCN1CCOCC1,1,/,-3,-4,1.3,-2,-4
O=C(COc1cccc(F)c1)NNC(=O)Cc1ccc(Br)cc1,0,-5,/,2,3.3,-4,-3
Cc1ccc(C)c(S(=O)(=O)N(C(=O)c2ccncc2)c2ccc(OC(=O)c3ccncc3)cc2)c1,5,/,3,-1,0.8,-1,-1
Cc1noc(C)c1NC(=O)NCC[C@H]1CC[C@@H](NC(=O)Cc2cccnc2)[C@H](CO)O1,0,/,-1,2,0.9,1,-4
CC(=O)N1[C@H](CO)[C@@H](c2ccccc2)[C@H]1CN(CC1CCC1)C(=O)CN(C)C,-2,7[16.7 µM],-5,2,-0.1,2,-16
Cc1ccccc1OCC(=O)NCC(c1ccco1)N1CCCCC1 (stereo not given),0,6,1,5,-0.6,-2,-9
CC1=NN(C(=O)Cn2nc([N+](=O)[O-])c(Br)c2C)C(O)(C(F)(F)F)C1 (stereo not given),-1,/,-2,5,/,-3,2
O=C(c1cccc(Cl)c1)N1CCC(=O)N([C@H](COCc2ccccc2)Cc2ccccc2)CC1,/,/,5,0,1.8,-1,-9
CC(=O)Nc1ccc(CN2C(=O)C(C)(C)ON=C2c2ccc(C(F)(F)F)cc2)cc1,/,/,12,2,-1.7,/,4
COC(=O)Nc1ccc(S(=O)(=O)N2CCCC(C(=O)O)C2)cc1 (stereo not given),-3,-2,2,-1,-1.1,5,-2
C[C@H]1CN([C@@H](C)CO)C(=O)c2cccc(NC(=O)Nc3ccc(F)cc3)c2O[C@H]1CN(C)Cc1ccc(C(=O)Nc2ccccc2N)cc1,2,/,-5,0,-1.3,0,-8
Cc1ccc(C(C)(C)C)c(SCC(=O)Nc2nnc(C)s2)c1,-2,/,2,/,-1.7,-3,0
Cc1cc(C)n(C(N)=NC(=O)c2ccccc2)n1,-4,/,3,-4,/,-2,12

# Some entries already given with just Casp6 inh:
mol | Casp6 inh
CC(=O)Nc1ccc(CN2C(=O)C(C)(C)ON=C2c2ccc(C(F)(F)F)cc2)cc1 | 2
Cc1cccc(C)c1NC(=O)CN(C)C(=O)c1cccc(S(=O)(=O)N2CCN(C)CC2)c1 | -1

# More compounds:
SMILES,ERAP1 HTS inh,miR122 inh,ERp5 inh,Casp6 inh,F508del corr,SIRT5 block,DENV2 CPE
Cc1ccc(S(=O)(=O)N2CCOCC2)cc1C(=O)Nc1ccc(N2CCCCCC2)cc1,-2,-12,-11,1,4.0,-1,-1
CC(C)(C)NC(=O)NC(=O)COC(=O)c1ccc2c(c1)S(=O)(=O)N=C1CCCCCN12,5,2,1,3,/,2,-3
COc1cc(C(C(=O)NC2CCCC2)N(C(=O)c2snc(C(N)=O)c2N)C2CCCC2)cc(OC)c1OC (stereo not given),4,/,-3,/,0.2,-1,-4
Cc1ccn2cc(-c3cccc(NC(=O)C(C)C)c3)nc2c1,8,/,0,-2,/,3,3
Cc1ccc(C=O)c([B-](F)(F)F)c1,4,2,-1,-1,1.3,-3,-5
CCC(C)Nc1cc(C)nc2ncnn12 (stereo not given),6,/,0,-1,-0.2,-1,0
Cc1ccc(N(CC(=O)NC(C)(C)C)C(=O)CNC(=O)c2cccs2)cc1C,3,/,11,2,-3.0,5,-1
C[C@H]1CN([C@@H](C)CO)C(=O)c2cc(NC(=O)Nc3ccc(C(F)(F)F)cc3)ccc2O[C@@H]1CN(C)Cc1ccc(C(=O)Nc2ccccc2N)cc1,2,-5[16.7 µM],1,-2,-0.9,/,-4
CN1C[C@@H]2[C@@H]3C(=O)N(C)C(=O)[C@@H]3[C@](C)(C1=O)N2C(=O)c1ccc(F)cc1,0,-3,-13,-1,-1.9,-5,8
COCCSc1ccccc1C(=O)Nc1ccc(Cl)cn1,-10,-3,-1,-1,/,0,-5
CO[C@H]1CN(C)C(=O)c2cc(NC(=O)C3CCCC3)ccc2OC[C@@H](C)NC[C@@H]1C,0,2[16.7 µM],-2,0,0.5,-3,3
C[C@@H]1CCCCO[C@@H](CN(C)S(=O)(=O)c2ccccc2)[C@@H](C)CN([C@@H](C)CO)C(=O)c2cc(NC(=O)Nc3cccc4ccccc34)ccc2O1,-5,5[16.7 µM],-1,-1,3.8,2,-2
Cc1c(NC(=S)NC(=O)c2sc3ccccc3c2Cl)cccc1C(=O)O,-2,/,-5,2,-2.7,36*,-2
O=C(O)c1c(Cl)cccc1Cl,-3,-2,4,-2,1.0,/,10
C[C@@H]1CN([C@H](C)CO)S(=O)(=O)c2ccc(-c3ccc(C(=O)N(C)C)cc3)cc2O[C@@H]1CN(C)C(=O)C1CCC1,-3,-43[16.7 µM],11,3,4.3,-5,-5
O=C(CCc1nc2ccccc2c(=O)[nH]1)Nc1cc(C(F)(F)F)ccc1N1CCCC1,0,3,11,3,-2.9,0,4
Nc1nnc(SCCCC(=O)c2ccccc2)s1,-1,/,-5,-1,0.9,-1,/
C/C(=N\OC(=O)c1ccc(F)cc1)c1ccc(F)c(F)c1,/,-1,4,3,-3.8,0,2
CCCNC(=O)Nc1ccc2c(c1)OC[C@H](C)N(C(C)=O)C[C@@H](C)[C@@H](OC)CN(C)C2=O,-4,/,-2,0,-0.8,0,-6
O=C(/C=C/c1ccco1)NCCCN1CCOCC1,1,/,-2,0,1.0,-2,2
S=C(NCc1ccccc1)Nc1ccncc1,1,21,-1,-2,0.1,-1,1
CCn1cc(CNC(=O)c2cc(COc3ccc(F)cc3F)on2)cn1,0,1,1,6,-0.2,5,/
C[C@H](NC(=O)C[C@@H]1CC[C@H]2[C@@H](COC[C@@H](O)CN2C(=O)Nc2ccccc2)O1)c1ccccc1,0,5[16.7 µM],3,0,-2.2,-1,-3
Cc1nn2c(N3CCN(C)CC3)c3c(nc2c1-c1ccccc1)CCCC3,4,6,-1,2,-5.8,-3,2
O=C(NCCc1cccs1)C1CC(c2cccc([N+](=O)[O-])c2)=NO1 (stereo not given),3,-6,-4,1,3.7,1,7

# For convenience, some entries already given.
SMILES,ERAP1 HTS inh,miR122 inh,ERp5 inh,Casp6 inh,F508del corr,SIRT5 block,DENV2 CPE
C[C@@H]1CN([C@H](C)CO)S(=O)(=O)c2ccc(-c3ccc(C(=O)N(C)C)cc3)cc2O[C@@H]1CN(C)C(=O)C1CCC1,-3,-43[16.7 µM],11,3,4.3,-5,-5
O=C(CCc1nc2ccccc2c(=O)[nH]1)Nc1cc(C(F)(F)F)ccc1N1CCCC1,0,3,11,3,-2.9,0,4
Nc1nnc(SCCCC(=O)c2ccccc2)s1,-1,/,-5,-1,0.9,-1,/

# More structures.
SMILES,ERAP1 HTS inh,miR122 inh,ERp5 inh,Casp6 inh,F508del corr,SIRT5 block,DENV2 CPE
CC(=O)Nc1ccc(O)c(-c2nc3ccccc3s2)c1,7,/,4,-3,/,-3,-1
C=CCOc1cccc(CNc2cccc(C(=O)O)c2)c1,-1,-4,4,5,0.1,-5,-1
COc1cccc(NC(=O)C2(C)CCN2Cc2ccc3ccccc3c2)c1 (stereo not given),-3,-8,5,-2,4.3,/,-4
O=C(Nc1ccccc1)O[C@@H]1C[C@H]2CCCC(=O)N3CC[C@@H](C1)[C@@H]23,3,4,-6,0,-1.1,0,10
O=C(c1ccccc1F)N1CC(=O)N2[C@H](C1)[C@H](c1ccc(C#Cc3ccc(F)cc3)cc1)[C@@H]2CO,1,/,3,0,0.5,2,18
CCN(CC)S(=O)(=O)c1ccc(=O)n(CC(=O)N2CCCc3cc(C)ccc32)c1,2,1,5,1,1.6,3,4
O=C(c1cnccn1)N1CC(=O)N2[C@@H](CO)[C@H](c3ccc(-c4ccccc4)cc3)[C@@H]2C1,3,/,8,-1,-0.9,5,18
Cc1ccccc1/C=C1\C(=O)Nc2ccc(F)cc21,0,9,3,6,-1.3,-4,-1
COc1ccc(NC(=O)Cn2c(C)csc2=O)c(OC)c1,-3,/,-2,2,0.6,1,2
Cc1ccc(NS(=O)(=O)c2c(F)cc(F)c(Cl)c2F)cc1S(=O)(=O)N1CCOCC1,4,/,0,-4,-0.1,/,-3
O=C(Nc1cc(F)ccc1F)N1CC(=O)N2[C@@H](CO)[C@H](c3ccc(C#CC4CCCC4)cc3)[C@@H]2C1,-2,/,-5,-3,2.8,0,20
O=C(NCc1cccc(C(F)(F)F)c1)c1ccc2nc([C@@H]3O[C@H](CO)[C@@H](O)[C@H]3O)[nH]c2c1,9,/,7,0,2.4,-3,3
C[C@]1(C(=O)NCc2cc(F)cc(C(F)(F)F)c2)C=C[C@@H](Cc2ccccc2)N1C(=O)c1ccccc1,-1,/,-1,-1,0.5,34*,?
Cc1noc(C)c1NC(=O)N(C)C[C@@H]1OCCCC[C@H](C)Oc2ccc(NC(=O)Cc3ccccc3)cc2C(=O)N([C@@H](C)CO)C[C@H]1C,1,-1[16.7 µM],-1,-2,0.2,4,-5
COc1ccc(Nc2nc(C)cc(C)c2C#N)c(OC)c1,0,0,6,-2,-1.0,-3,-4
CCCCn1c(SCC(=O)Nc2oc(C)c3c(C)n[nH]c(=O)c23)nc2cc(S(N)(=O)=O)ccc21,-2,0,-2,-1,2.4,-1,8
CC(C)C#Cc1ccc2c(c1)O[C@H](CN(C)Cc1cncnc1)[C@H](C)CN([C@@H](C)CO)S2(=O)=O,0,14[16.7 µM],1,2,-0.4,2,18
COc1ccc(Cl)cc1NC(=O)C1Cc2cc(S(=O)(=O)N3CCCC3)ccc2N1C(C)=O (stereo not given),3,10,0,-3,1.8,4,9
CC(=O)Nc1ccc2nc(NC(=O)COc3ccc(C)cc3)sc2c1,3,/,7,-1,-2.7,-3,-1
COCC(=O)N(C)C[C@H]1Oc2cc(C#CCC(C)C)ccc2S(=O)(=O)N([C@H](C)CO)C[C@@H]1C,-1,8[16.7 µM],-5,3,-0.8,0,-8
COc1ccc(C(=O)CC(=O)C(=O)Nc2ccc(C)c(C)c2)cc1,-3,-7,0,-1,3.6,-1,4
CCC(=O)N(CCC(c1ccc(C)cc1)c1ccco1)Cc1ccco1 (stereo not given),1,14,1,2,1.5,-2,3
COCCN(C(=O)c1snc(C(N)=O)c1N)C(C(=O)NC1CCCCC1)c1ccc(OC)c(OC)c1 (stereo not given),5,-9,-1,2,0.6,-6,-5
O=C(CSc1ccc2nnc(-c3ccncc3)n2n1)NCC1CCCO1 (stereo not given),2,0,5,3,-0.6,-8,0
